# CAL PDZ FP-1 – inhibitors of human CAL PDZ peptide binding. Q9HD26. purified CAL PDZ, TMR-peptide fluorescence polarization, 1 h. inhibition, % at 24.9 µM. hit rate 0.92% among 300,000. AID 602252;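 active means mean inhibition of at least 30% with at least half of replicates also reaching 30%; inconclusive means no clear call, values can overlap the other calls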;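 further: 0% = DMSO neutral control and 100% = excess unlabeled competitor peptide PRC23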
# Tat export inh – inhibitors of E. coli Tat protein transport. inhibition, % at 10 µM. hit rate 0.036% among 340,000. E. coli MC4100 TorA-mCherry Tat export, fluorescence;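 active means mean replicate inhibition at least 50% and at least half of replicates individually reaching 50%; inconclusive means only one of the two criteria met; inactive means neither criterion met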;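 further: exported cargo escapes ClpAP degradation while cytoplasmic cargo is degraded and loses fluorescence; 0% = median of neutral control wells and 100% = median of NaSCN control wells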
# MITF act – MITF TRPM1 promoter activation in melanoma cells | SK-MEL-5 TRPM1-promoter luciferase, 24 h; % of positive control, neutral wells = 0 | activation, % at 12.5 µM | hit rate 0.75% among 300,000;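 active means mean activation of at least 80% with every replicate also reaching 80%; inconclusive means mean reaches 80% but some replicate falls short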;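 further: 0% = neutral control wells and 100% = parthenolide positive control wells; values of inactives mirror those of a sister screen read the other way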
# Wnt bcat act – activates Wnt/beta-catenin signaling in a reporter cell assay | hit rate 1.2% among 300,000 | activation, % at 9.35 µM | AID 743398 | activator, plate reader; in the data active means activation above about 30%, passing the limit was not always enough; inconclusive means no clear call, values can overlap the other calls;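 further: 0% = neutral control wells and 100% = positive control wells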
# CDK5 inh – blocks human CDK5/p35 kinase activity; Q00535+Q15078; Recombinant CDK5/p35, ADP-Glo luminescence, 60 min; inhibition, % at 10 µM; hit rate 0.01% among 330,000;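 active means highest replicate inhibition of at least 50% and at least 75% of replicates reaching 50%; inconclusive means only one of the two criteria met; inactive means both criteria failed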;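 further: plate controls were DMSO neutral control for no effect and GW8510 at 10 µM for full effect; many of its hits are not listed in these tables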
# Target sequence (Q00535 whole entry, looked up): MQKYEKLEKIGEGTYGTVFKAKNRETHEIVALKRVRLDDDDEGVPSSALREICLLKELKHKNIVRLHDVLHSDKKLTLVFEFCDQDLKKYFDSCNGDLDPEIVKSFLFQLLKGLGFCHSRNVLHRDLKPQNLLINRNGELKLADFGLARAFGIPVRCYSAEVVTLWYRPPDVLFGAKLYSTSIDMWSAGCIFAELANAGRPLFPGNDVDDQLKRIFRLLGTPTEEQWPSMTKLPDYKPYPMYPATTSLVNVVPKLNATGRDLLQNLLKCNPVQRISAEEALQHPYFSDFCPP
# Target sequence (Q15078 whole entry, looked up): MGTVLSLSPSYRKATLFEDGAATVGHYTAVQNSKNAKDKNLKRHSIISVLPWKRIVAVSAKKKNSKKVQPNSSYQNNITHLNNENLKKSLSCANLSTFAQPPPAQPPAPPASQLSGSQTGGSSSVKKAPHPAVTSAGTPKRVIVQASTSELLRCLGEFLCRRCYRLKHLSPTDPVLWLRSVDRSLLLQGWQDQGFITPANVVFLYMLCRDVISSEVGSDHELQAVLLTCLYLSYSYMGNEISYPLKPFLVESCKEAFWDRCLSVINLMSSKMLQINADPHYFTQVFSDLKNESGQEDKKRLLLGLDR
# CAL PDZ FP-2 – inhibitors of human CAL PDZ peptide binding. purified CAL PDZ, TMR-peptide fluorescence polarization, 1 h. inhibition, % at 20 µM. hit rate 0.02% among 330,000. AID 504414;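 active means highest replicate inhibition of at least 40%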;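 further: plate controls were DMSO neutral control wells for no effect and unlabeled competitor peptide control wells for full effect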
#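 Assay system – tagged CAL PDZ protein CerCALP, purified · Timing – 1 h at RT · Compound – single point, 20 µM · Measured by – fluorescence polarization from S- and P-plane intensities, G-factor corrected · Evaluation – inhibition from polarization loss · Probe or stimulus – TMR reporter peptide T*-PRC34 · Buffer or medium – pH 7.4 phosphate-saline buffer, reducing agent, detergent, IgG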
# cardiac RTF act – increases calcium sensitivity of human cardiac regulated thin filaments | AID 493008 | P19429+P45379 | activation, % at 7.2 µM | IANBD-labeled TnC RTF fluorescence at EC20 calcium; 0% EC20 calcium, 100% full calcium | hit rate 0.24% among 340,000;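 active means activation above the mean over all tested compounds plus 3 SD, cut at about 30% in these data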;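 further: rise in fluorescence read as greater calcium sensitivity of cardiac thin filaments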
# Rtt109 Vps75 – blocks Candida albicans Rtt109/Vps75 acetyltransferase activity | Q5AAJ8 | purified Rtt109/Vps75, ThioGlo CoA-SH fluorescence, 4 h | inhibition, % at 34.9 µM | hit rate 0.16% among 330,000 | AID 540336;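 active means inhibition of at least 50% in every replicate; inconclusive means best replicate reaches 50% inhibition but some replicates fall short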
# dFosB act – mouse delta FosB homodimer activation; hit rate 0.99% among 340,000; purified delta FosB, TAMRA-CDK5 oligo fluorescence polarization; percent of positive-control signal above neutral wells; activation, % at 25 µM; AID 493131; P13346;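 active means mean activation above about 17%, with every replicate also reaching it, limit read from the data, passing the limit was not always enough; inconclusive means only one of the two conditions met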;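 further: fluorescence polarization rise as delta FosB binds a TAMRA Cdk5 AP-1 oligo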
# Target sequence (P13346 whole entry, looked up): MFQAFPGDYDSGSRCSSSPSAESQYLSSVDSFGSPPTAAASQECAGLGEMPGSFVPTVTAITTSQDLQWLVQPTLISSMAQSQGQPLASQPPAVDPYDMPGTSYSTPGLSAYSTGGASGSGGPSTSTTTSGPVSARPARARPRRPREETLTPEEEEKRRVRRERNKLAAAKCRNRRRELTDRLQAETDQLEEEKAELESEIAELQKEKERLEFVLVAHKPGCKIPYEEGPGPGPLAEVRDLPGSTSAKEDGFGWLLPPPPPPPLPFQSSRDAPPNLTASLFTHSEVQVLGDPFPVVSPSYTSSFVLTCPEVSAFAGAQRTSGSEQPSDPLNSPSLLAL
# V-ATPase pH – alters yeast V-ATPase proton transport | S. cerevisiae, pHLuorin cytosolic pH fluorescence | response, % at 10 µM | hit rate 0.37% among 350,000 | AID 504577; in the data active means response mostly above about 7.3%, no sharp cut-off; inactive means mostly below about 5.4%; further: actives read high; inactives centre near 0; some compounds called inactive have numbers as strong as hits; reference of the scale not given here
# Numbers without * were called inactive; ? = inconclusive; · = no result given.
SMILES,CAL PDZ FP-1,Tat export inh,MITF act,Wnt bcat act,CDK5 inh,CAL PDZ FP-2,cardiac RTF act,Rtt109 Vps75,dFosB act,V-ATPase pH
C=CCN1CN(Cc2ccco2)CNC1=S,-8,7,-14,·,-0.2,0.0,-6,3,6,1
O=C(C1c2ccccc2C(=O)N2CCc3ccccc3C12)N1CCN(Cc2ccccc2)CC1 (stereo unspecified),-1,16,-3,1,0.6,-1.8,-5,-5,-3,7
CCN(C(=O)COC(=O)c1oc2ccc(OC)cc2c1C)C1CCCCC1,-1,6,-2,-2,0.6,-1.7,-3,12,-16,-2
COc1cccc(C(=O)n2c(SC)nc3cc4c(cc32)OCCO4)c1,·,3,-2,8,-1.3,0.6,-2,-5,-1,3
Cc1ccc(C(=O)OCc2nc3ccsc3c(=O)[nH]2)o1,6,-1,0,-3,2.9,-2.9,1,-9,5,-1
CCC(C(=O)NCCc1c[nH]c2ccc(C)cc12)c1ccccc1 (stereo unspecified),-3,5,-6,-2,1.5,-0.7,-7,11,-2,-5
O=C(NCc1cccs1)c1ccc(Cl)s1,0,4,1,·,1.4,-2.5,0,3,-11,1
C=CCNc1nc(NC(C)(C)CO)nc(OC)n1,-2,-7,-4,·,1.5,-0.6,2,-2,-3,2
O=C(CNC(=O)[C@@H]1Cc2ccccc2CN1)Nc1ccc2c(c1)OCCO2,·,-10,10,7,-0.5,-1.1,-1,-13,2,-4
c1csc(-c2nnc(N3CCCCCC3)c3ccccc23)c1,6,2,4,8,-1.8,-0.8,1,4,-4,-2
O=C(CNC(=S)N(CCCN1CCOCC1)Cc1cccs1)N1CCOCC1,·,-1,2,·,0.5,-0.6,6,-11,-5,9
CCCCNC(=O)OC(C)CNC(=O)OC (stereo unspecified),-1,-3,-1,·,-0.2,-1.4,5,-10,-3,3
CC(C)NC(=O)Nc1cccc2c1O[C@H](CN(C)S(=O)(=O)c1cccs1)[C@@H](C)CN([C@H](C)CO)C2=O,4,0,-8,-1,16,-1.8,-2,3,-7,-1
CCOC(=O)CSc1cc(CS(=O)c2ccc(Cl)cc2)nc(-c2ccccc2)n1 (stereo unspecified),8,10,5,-1,0.5,-0.3,-4,-2,-20,3
Cc1cccc(C)c1NC1=NC(C)(C)N=C(N)N1,·,15,2,·,-4.4,-0.5,5,1,-2,-2
O=C(Nc1ccc(-c2nc3cccnc3s2)cc1)c1ccc(Br)o1,6,-9,·,39*,2.1,-2.2,2,18,35*,4
CCOC(=O)c1ccc(S(=O)(=O)N2CCN(CCc3ccncc3)CC2)cc1,-3,-2,-7,-3,-1.0,0.0,2,7,-5,3
CC(NC(=O)COC(=O)CNS(=O)(=O)/C=C/c1ccccc1)c1ccccc1 (stereo unspecified),-1,-9,7,5,-2.7,1.1,-1,1,-1,2
C=CCn1c(CC(=O)OC)csc1=Nc1ccc(C(C)=O)cc1,1,-4,52,-1,0.7,-1.3,5,-2,3,1
CCCCC(=O)NC(c1ccc(Cl)cc1)c1ccc2cccnc2c1O (stereo unspecified),-4,-5,·,-4,-0.5,-0.1,7,3,-6,4
CC(C)Oc1ccc(C(=O)NC2CCS(=O)(=O)C2)cc1 (stereo unspecified),2,0,1,·,-0.6,-1.0,-1,-2,2,-1
N#CCCCSc1nnc(-c2ccc(Cl)cc2)n1-c1ccccc1,-2,-4,-4,-5,1.1,-4.4,-5,0,-11,1
O=C(NC(=S)NCc1nc2ccccc2[nH]1)c1ccccc1F,-1,8,29,4,4.1,-2.9,-1,-8,-5,3
COc1ccccc1N1CCN(C(=O)CN(Cc2ccccc2)S(C)(=O)=O)CC1,·,2,-2,0,-0.6,-1.8,-7,-2,-4,1
COc1cccc(OC)c1C(=O)NC(=S)Nc1ccc2c(c1)OCCO2,1,-8,-9,-2,0.4,-0.5,-1,4,2,0
C=CCN=C(CC)C1=C(O)CCCC1=O,1,3,11,1,0.8,0.1,-4,-8,10,0
Cc1ccccc1-n1c(SCC(=O)N/N=C/c2c(C)nn(-c3ccccc3)c2C)nc2ccccc2c1=O,-1,-1,-10,-2,0.0,-1.2,-10,-5,-5,3
COc1ccc(NC(=O)Cc2c[nH]c3ccccc23)cc1S(=O)(=O)N1CCOCC1,2,-1,-5,0,1.1,-2.2,8,4,-3,5
CCN1C(=O)/C(=C\c2ccc3c(c2)OCO3)C(C(=O)OC)=C1C,-1,0,·,-4,0.0,-0.6,5,11,-3,0
O=S1(=O)c2ccccc2C(O)(c2ccccc2)c2ccccc21,16,-4,-11,-8,-2.3,0.1,-7,1,-7,-3
CCCCOc1ccc(/C(N)=N/O)cc1,-5,-2,31,·,0.4,-1.1,3,-13,-9,-3
Cn1c(C2=C(O)CN(Cc3ccccc3)C2=N)[n+](C)c2ccccc21,-4,1,4,0,-2.9,0.2,12,-4,-8,-2
C/C(=N\NC(=O)c1cccc(S(=O)(=O)N2CCOCC2)c1)c1ccc(OC(F)F)cc1,-1,-2,-8,0,-1.3,-1.1,2,-1,-6,-3
Nc1ccc2oc(-c3ccccn3)nc2c1,-2,4,48,44*,-1.0,-1.6,4,·,3,10
C=CCn1c(=O)c(C(=O)NCc2ccccc2Cl)c(O)c2ccccc21,-4,1,10,0,-0.5,0.5,1,6,-18,-5
CS(=O)(=O)c1ccc2nc(NC(=O)Nc3cccc(Cl)c3)sc2c1,-6,-15,40,-8,0.6,-5.2,1,-9,1,1
Cc1cc(-c2ccc(/C=N/n3cnnc3)o2)ccc1Cl,-2,-4,10,0,0.7,-4.5,1,0,-8,-2
Cc1c(Cc2ccccc2)c(=O)oc2cc(OCC(=O)NCc3ccccn3)ccc12,3,8,-15,-2,0.9,-1.8,-4,5,-8,-2
CC1(C)CC(=O)C(C=NCCN2CCN(C3CC(=O)N(c4ccc(Br)cc4)C3=O)CC2)=C(O)C1 (stereo unspecified),-6,-8,-2,1,0.1,-0.1,·,-2,-9,1
Cc1cc(S(=O)(=O)N2CCCc3ccccc32)ccc1-n1cnnn1,-6,-2,5,-3,0.9,-1.9,0,1,-7,-1
Cc1cc(C(=O)N/N=C/c2ccc3ccccc3c2)n[nH]1,-2,-1,48,6,-0.1,-2.5,1,26,3,-3
COc1ccccc1NC(=O)COC(=O)c1c[nH]c(=O)[nH]c1=O,-1,-2,11,-1,0.4,-2.2,1,26,-5,-1
O=C(c1ccc(S(=O)(=O)Nc2ccccc2)cc1)N1CCCC1,-1,-6,4,-4,0.3,-1.3,-1,-3,5,-2
COc1ccc(Cl)c2sc(N(CCN(C)C)C(=O)C3=COCCO3)nc12,1,-5,6,-2,0.6,-1.7,3,-3,-8,1
O=C(NCc1nnc2c(C(F)(F)F)cc(Cl)cn12)C1CCCC1,-14,2,1,-3,-1.7,-3.7,-3,2,-7,-2
CC(C)C(NC(=O)c1ccccc1NC(=O)c1ccccc1)C(=O)NNC(=O)c1ccncc1 (stereo unspecified),0,1,3,-1,-0.3,-2.6,1,6,1,-4
COc1cccc(C(=O)Nc2ccc(C(=O)NCC(C)C)cc2)c1,-1,8,17,-5,-0.2,-2.2,1,·,-1,0
CC(C)(C)C1CCc2onc(C(=O)Nc3cnn(Cc4ccc(F)cc4)c3)c2C1 (stereo unspecified),·,4,-7,·,1.6,-1.9,8,7,-7,5
COC(=O)CC1C(=O)NCCN1C(=S)NC(=O)C(c1ccccc1)c1ccccc1 (stereo unspecified),-7,-8,12,0,0.3,-1.3,3,1,-1,-1
CC1CCN(C(=O)CSc2nc(N)c3c4c(sc3n2)CN(C)CC4)CC1,-2,-4,-4,·,0.6,-0.9,5,-8,-21,1
COC(=O)c1c(NC(=O)c2cccc(S(=O)(=O)N3CCN(C)CC3)c2)sc(C)c1C,-4,-8,13,-4,0.4,-3.6,-11,18,?,-6
COc1cccc(C(C(=O)NC(C)(C)C)N(CCc2ccccc2)C(=O)CCC(=O)Nc2cc(C)on2)c1OC (stereo unspecified),-1,3,2,-2,0.0,-1.3,-2,26,-10,2
Cc1cc(C)c2c(CN3CCOCC3)cc(=O)oc2c1,-4,-1,0,-1,-0.7,-0.9,-3,8,-2,-1
CC(=NCCCn1ccnc1)c1c(C)[nH]n(-c2ccc([N+](=O)[O-])cc2)c1=O,5,-5,5,-4,0.7,0.1,-8,-4,-4,-3
CC1CCCCC1NC(=O)C1CCN(S(=O)(=O)c2cccc3nonc23)CC1 (stereo unspecified),-6,1,4,0,-1.4,0.3,-1,3,-3,-4
Nc1nc(N2CCN(c3ccccn3)CC2)nc2ccccc12,-3,-3,64,21,0.0,·,-1,-3,7,-2
COc1ccc(C2C(C(=O)NCc3cccnc3)c3ccccc3C(=O)N2C)cc1OC (stereo unspecified),-3,-2,·,-1,-0.3,·,6,-13,0,1
CCOC(=O)c1ccc(NC(=O)Cn2c(C)nc3c(sc(=S)n3CC)c2=O)cc1,-6,4,7,-3,-2.7,-0.3,-4,-6,12,-3
O=C(NCCCN1CCOCC1)c1ccc2c(c1)N(Cc1c(F)cccc1Cl)C(=O)CS2,·,-1,1,-1,0.3,-1.7,-1,-8,-1,4
O=C(CCCNS(=O)(=O)c1ccccc1)NCc1ccco1,-5,-1,·,·,-1.4,0.0,1,-1,5,-4

# Next part
SMILES,CAL PDZ FP-1,Tat export inh,MITF act,Wnt bcat act,CDK5 inh,CAL PDZ FP-2,cardiac RTF act,Rtt109 Vps75,dFosB act,V-ATPase pH
N#Cc1ccccc1CSc1nc(N)cc(N)n1,-5,-8,·,-2,-0.1,-0.7,-3,11,-3,0
CCN1C(=O)c2cccc3c(S(=O)(=O)Nc4ccncc4)ccc1c23,-1,-3,-1,·,-1.8,-0.5,-3,-44,3,-3
Cc1ccc(NC(=O)Cn2cccc2)cc1Cl,·,-9,27,-2,0.8,-0.4,1,2,0,-1
O=C(O)C1CCC(C(=O)O)SS1 (stereo unspecified),-1,-4,3,0,1.3,0.3,0,-1,-3,-4
CCOc1ccc(Cl)cc1S(=O)(=O)N1CCC(C(=O)NC2CC2)CC1,-4,-13,4,-1,0.3,-1.1,-4,1,4,5
NC(=O)C1CCN(C(=O)CC2(CC(=O)O)CCCC2)CC1,0,-2,-9,-1,5.7,-2.2,7,·,0,4
C=CCNc1nc(NCc2ccccc2)c(C#N)c2c1CN(C)CC2,3,1,0,-1,1.3,·,1,-485,4,-4
COc1ccccc1OCCn1ccnc1,4,-11,·,0,1.4,2.2,-4,-5,4,0
COc1ccc(S(=O)(=O)N2CCCCC2)cc1NC(=O)CN1C(=O)NC(C)(C2CC2)C1=O (stereo unspecified),-3,5,8,1,0.0,-1.6,-4,6,-3,-5

# Pulled by structure from the list above, 2 records:
SMILES,CAL PDZ FP-1,Tat export inh,MITF act,Wnt bcat act,CDK5 inh,CAL PDZ FP-2,cardiac RTF act,Rtt109 Vps75,dFosB act,V-ATPase pH
CCOc1ccc(Cl)cc1S(=O)(=O)N1CCC(C(=O)NC2CC2)CC1,-4,-13,4,-1,0.3,-1.1,-4,1,4,5
O=C(O)C1CCC(C(=O)O)SS1 (stereo unspecified),-1,-4,3,0,1.3,0.3,0,-1,-3,-4

# High-throughput results: PubChem, several laboratories
